# Bioassay records (PubChem)
# IL1B cytotox – toxic to HUVEC cells under IL-1B stimulation; cell count reduction, % at 2 µM; HUVEC cell count loss, Hoechst imaging, IL-1B stimulated; 94,000 tested, 0.41% active;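 active means cell count reduction more than 3 SD above the screen-wide mean, cut at about 70% in these data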;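 further: normalized per plate to untreated control cells as the no-loss baseline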
# VCAM1 TNFa inh – reduces TNF alpha induced VCAM1 expression in HUVEC. HUVEC TNFa-induced VCAM-1 immunofluorescence, high-content imaging. inhibition, % at 2 µM. 95,000 tested, 0.48% active. AID 802;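 active means inhibition above the batch mean plus 3 SD, with images confirmed as a hit by eye, cut at about 37% in these data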;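 further: 0% = TNF-stimulated DMSO wells and 100% = unstimulated control wells; not every result past the cut was called active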
# CYP2C19 inhib – inhibitors of human CYP2C19; CYP2C19 Supersomes, luciferin-H EGE luminescence, 30 min; 96,000 tested, 21% active; AID 778; inhibition, % at 5 µM;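 active means CYP2C19 inhibition above a set limit at 5 µM in the primary screen, cut at about 50% in these data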;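 further: plate controls were negative control wells for no effect and 2.5 mM tranylcypromine positive control for full effect; values of inactives mirror those of a sister screen read the other way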
# Candida biofilm – kills Candida albicans biofilms; 85,000 tested, 0.14% active; inhibition, % at 6 µM; C. albicans biofilm + clotrimazole, Alamar Blue; AID 834;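 active means inhibition above 20%; inactive means inhibition below 20%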;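 further: preformed 24 hr biofilms exposed to compound for 48 hr; 0% = biofilm without compound and 100% = blank killed by clotrimazole plus chlorhexidine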
# CYP2C9 act – CYP2C9 (human) activation; 96,000 tested, 1.4% active; P11712; activation factor at 5 µM; AID 1024; recombinant CYP2C9, luciferin-H conversion, luminescence; hits give high values; factor 1 = untreated enzyme, 0 = blocked;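 active means activation factor of 2 or more for CYP2C9 at a 5 µM dose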;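 further: 0 = sulfaphenazole-blocked wells and 1 = vehicle-only wells; values of inactives mirror those of a sister screen read the other way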
# Target sequence (P11712 whole entry, looked up): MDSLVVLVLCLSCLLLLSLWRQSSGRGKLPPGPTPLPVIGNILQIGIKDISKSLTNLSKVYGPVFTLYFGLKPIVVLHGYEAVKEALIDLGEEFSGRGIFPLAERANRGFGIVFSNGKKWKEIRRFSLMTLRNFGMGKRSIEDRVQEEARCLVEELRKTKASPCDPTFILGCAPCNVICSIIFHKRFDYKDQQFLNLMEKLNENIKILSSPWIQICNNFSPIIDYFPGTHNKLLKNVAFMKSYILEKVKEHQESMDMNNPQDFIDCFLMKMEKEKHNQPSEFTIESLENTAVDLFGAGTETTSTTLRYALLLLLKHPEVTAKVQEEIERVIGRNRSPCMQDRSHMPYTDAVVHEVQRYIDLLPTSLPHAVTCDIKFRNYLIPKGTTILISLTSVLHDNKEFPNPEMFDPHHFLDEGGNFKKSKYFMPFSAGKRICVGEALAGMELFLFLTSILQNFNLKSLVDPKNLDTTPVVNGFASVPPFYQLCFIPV
# CYP2C9 inh – inhibitors of human CYP2C9 | P11712 | CYP2C9 Supersomes, luciferin-H conversion, luminescence | inhibition, % at 5 µM | 96,000 tested, 20% active;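 active means blocking of liver enzyme CYP2C9 beyond about 50% at 5 µM, limit read from the data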; further: values of inactives mirror those of a sister screen read the other way
# TNFa cytotox – HUVEC cytotoxicity counter-screen, TNF alpha stimulated; HUVEC TNFalpha-stimulated, Hoechst cell count, imaging; cell count reduction, % at 2 µM; 93,000 tested, 0.17% active;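 active means cell count reduction exceeding the screen mean by over 5 SD, scaled to untreated wells per plate, cut at about 78% in these data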;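 further: cells counted after 24 h of TNF alpha exposure following the 1 h pretreatment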
# CYP2C19 act – cytochrome P450 2C19 (human) activation. recombinant CYP2C19, luciferin-H EGE luminescence; hits give high values; 0 = fully inhibited enzyme, 1 = untreated enzyme. 96,000 tested, under 10 active. P33261. activation factor at 5 µM;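 active means activation factor of at least 2 at 5 µM in the primary screen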;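 further: 0 = wells with 2.5 mM tranylcypromine and 1 = vehicle-only wells; values of inactives mirror those of a sister screen read the other way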
# DAT uptake mod – human DAT dopamine uptake with cocaine, either direction; Q01959; LLC-PK1 hDAT cells, [14C]-dopamine uptake with cocaine IC80; actives deviate in either direction; B-score at 10 µM; 110,000 tested, 1.3% active;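 active means Z score or B-score, a plate-position-corrected score, falls beyond the plate's 99.7% confidence bounds, in either direction; inactive means both scores lie inside the 99.7% bounds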;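 further: scored against the spread of the other compound wells on the same plate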
# Target sequence (Q01959 whole entry, looked up): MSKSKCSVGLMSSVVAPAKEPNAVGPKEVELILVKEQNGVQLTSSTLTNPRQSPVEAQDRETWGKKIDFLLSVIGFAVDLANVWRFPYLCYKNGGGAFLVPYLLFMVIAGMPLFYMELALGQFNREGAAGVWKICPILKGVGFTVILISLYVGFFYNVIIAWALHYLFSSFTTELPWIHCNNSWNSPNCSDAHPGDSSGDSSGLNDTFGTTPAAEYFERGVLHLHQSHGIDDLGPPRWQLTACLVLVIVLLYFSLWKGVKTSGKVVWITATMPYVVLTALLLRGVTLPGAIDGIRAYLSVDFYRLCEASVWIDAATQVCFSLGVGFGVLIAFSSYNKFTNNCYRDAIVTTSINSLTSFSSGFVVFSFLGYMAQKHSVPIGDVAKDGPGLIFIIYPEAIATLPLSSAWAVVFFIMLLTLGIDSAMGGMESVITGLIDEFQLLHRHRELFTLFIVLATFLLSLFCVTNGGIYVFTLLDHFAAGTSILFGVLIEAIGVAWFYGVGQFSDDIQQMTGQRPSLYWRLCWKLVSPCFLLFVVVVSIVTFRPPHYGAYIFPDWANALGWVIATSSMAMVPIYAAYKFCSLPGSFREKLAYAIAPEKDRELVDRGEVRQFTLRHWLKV
# Active calls of the source: *; · = no result given.
SMILES,IL1B cytotox,VCAM1 TNFa inh,CYP2C19 inhib,Candida biofilm,CYP2C9 act,CYP2C9 inh,TNFa cytotox,CYP2C19 act,DAT uptake mod
CC(C)Oc1cccc(-c2cc(C(=O)N3CCN(S(C)(=O)=O)CC3)c3ccccc3n2)c1,-6,2,-5,4,0.9,12,-2,1.1,1.2
O=C1c2sc3nc4n(c(=O)c3c2CCC1Br)CCCCC4 (stereo unspecified),-40,-3,16,·,0.7,26,-15,0.8,-0.14
COc1ccc(C(c2nnnn2C2CCCCC2)N2CCN(c3ccccc3)CC2)cc1 (stereo unspecified),-6,3,72*,3,0.3,75*,0,0.3,·
COC(=O)Cc1cc(=O)n2[nH]c(C)cc2n1,43,5,-7,6,1.1,-10,-6,1.1,-0.23
COc1ccccc1/C=C/C(=O)OC(C)CN1CCOCC1 (stereo unspecified),-77,-1,42,·,1.2,-18,15,0.6,0.022
O=C(Cn1nc(-c2ccc(Cl)cc2)ccc1=O)NCCN1CCOCC1,-2,2,-7,-8,1.1,-11,-22,1.1,0.57
CSc1ccccc1C(=O)Nc1ccc2c(c1)OCCO2,-3,2,11,5,1,-3,-9,0.9,-0.037
COc1cc2c(cc1OC)C1(CCCC1)CNC2C (stereo unspecified),8,50,·,-1,·,·,8,·,0.16
CCOC(=O)N1CCN(c2c(N3CCN(c4ccc(OC)cc4)CC3)c(=O)c2=O)CC1,8,13,0,11,1,-2,-23,1,-0.1
CCNS(=O)(=O)c1ccc(NC(=O)Cc2ccc(F)cc2)cc1,-16,-28,10,2,0.5,48,·,0.9,0.25
CCc1ccc(C(=O)COC(=O)c2cccs2)cc1,3,-8,41,3,0.8,15,-16,0.6,0.21
Cc1ccc(-c2cc(C(F)F)n3ncc(C(=O)Nc4ccc(S(=O)(=O)Nc5ccccc5C)cc4)c3n2)cc1,-6,-12,6,·,0.2,82*,15,0.9,-0.13
COc1ccc2cc(-c3cc(C(=O)O)c4ccccc4n3)ccc2c1,21,18,4,·,1,3,-10,1,0.0047
COCC(=O)N(Cc1ccco1)c1nnc(C2CCOC2)s1 (stereo unspecified),3,5,-12,2,1.1,-13,7,1.1,-0.024
CCOC(=O)c1ccc(NC(=O)N2CCN(C3CCCCC3)CC2)cc1,-11,-2,-4,-1,1.3,-33,4,1,0.19
O=S(=O)(c1cnc[nH]1)N1CCc2ccccc21,·,·,98*,4,0,100*,·,0,0.041
CCC(Oc1ccc2ccccc2c1)C(=O)O (stereo unspecified),-28,-10,11,6,0.7,28,9,0.9,-0.33
Cc1nn(-c2ccccc2)c2nc(-c3ccco3)cc(C(=O)O)c12,11,3,-6,7,0.5,46,-9,1.1,0.84
CC(NC(=O)CCOc1ccccc1)c1ccccc1 (stereo unspecified),9,4,95*,6,0.7,28,-2,0.1,-0.11
O=C(CCn1nc(-c2ccc(Cl)cc2)ccc1=O)NCc1ccccn1,-8,6,15,9,0.8,17,-53,0.9,0.01
CC(C)C(C)(C#N)NC(=O)CSc1nc2scc(-c3ccco3)c2c(=O)n1-c1ccccc1 (stereo unspecified),-22,4,24,4,0.5,55*,-15,0.8,0.45
CCCOC(=O)Nc1ccc(N2CCCCC2)cc1,38,10,-8,-3,1.2,-20,14,1.1,1
N#CCCN(Cc1cccnc1)C(=O)c1ccc(S(=O)(=O)N2CCOCC2)cc1,-6,12,3,5,1,1,-12,1,-0.56
CCOC(=O)N1CCN(C(=O)CN(c2cc(C(F)(F)F)ccc2Cl)S(C)(=O)=O)CC1,30,-6,54*,6,0.6,39,16,0.5,-0.65
c1ccc(-n2ncc3c(NCc4ccccn4)ncnc32)cc1,-22,·,42,4,0.3,70*,·,0.6,1.2
Cc1oc(C)c2c(=O)ccc3c(c12)OC(N)=C(C#N)C3c1ccccc1 (stereo unspecified),26,10,39,8,0.5,48,-12,0.6,0.018
O=c1[nH]c2ccc(S(=O)(=O)N3CCN(c4ccccc4F)CC3)cc2s1,·,·,38,8,1,3,·,0.6,-0.44
CCNCc1cc(Br)c(OCC(=O)Nc2ccccc2)c(OC)c1,-3,-12,·,6,·,·,-2,·,-0.045
Cc1ccc(-c2csc3nc(C)n(-n4cccc4)c(=O)c23)o1,·,·,29,-8,0.9,8,·,0.7,-1.9
O=C(CSc1ncnc2c1nnn2-c1ccc(F)cc1)N1CCN(c2ccccc2)CC1,-2,11,·,6,·,·,0,·,·

# 5 entries from above, ordered by the value under DAT uptake mod, largest number first:
structure,VCAM1 TNFa inh,CYP2C19 inhib,CYP2C9 act,CYP2C9 inh,CYP2C19 act,DAT uptake mod
Cc1oc(C)c2c(=O)ccc3c(c12)OC(N)=C(C#N)C3c1ccccc1 (stereo unspecified),10,39,0.5,48,0.6,0.018
O=C(CCn1nc(-c2ccc(Cl)cc2)ccc1=O)NCc1ccccn1,6,15,0.8,17,0.9,0.01
CCC(Oc1ccc2ccccc2c1)C(=O)O (stereo unspecified),-10,11,0.7,28,0.9,-0.33
O=c1[nH]c2ccc(S(=O)(=O)N3CCN(c4ccccc4F)CC3)cc2s1,·,38,1,3,0.6,-0.44
CCOC(=O)N1CCN(C(=O)CN(c2cc(C(F)(F)F)ccc2Cl)S(C)(=O)=O)CC1,-6,54*,0.6,39,0.5,-0.65

# More records
SMILES,IL1B cytotox,VCAM1 TNFa inh,CYP2C19 inhib,Candida biofilm,CYP2C9 act,CYP2C9 inh,TNFa cytotox,CYP2C19 act,DAT uptake mod
CCCC(=O)Nc1ccccc1NC(=O)CN(C)S(=O)(=O)c1ccccc1,-66,3,10,7,0.4,58*,-14,0.9,0.19
CCCOc1ccc(N2C(=O)CC(N3CCOCC3)C2=O)cc1 (stereo unspecified),-63,9,-1,3,0.9,9,-21,1,-1
COc1cccc2c(=O)c(C(=O)NCc3cccs3)c[nH]c12,-42,1,26,-4,0.8,17,-1,0.7,-0.35
CCn1c(=O)cc(SCC(=O)NCc2ccc(C)o2)c2ccccc21,7,9,32,-2,2*,-100,-1,0.7,0.23
COC(=O)CC1C(=O)NC2CCCCC2N1C(=O)c1ccccc1 (stereo unspecified),-6,9,6,-2,1.2,-18,0,0.9,0.16
CCOC(=O)N/C(N)=N/c1nc2ccccc2s1,-12,-6,26,4,1,-3,-12,0.7,0.03
CCOC(=O)N1CCN(C(=O)CCCn2c(=O)[nH]c3ccccc3c2=O)CC1,3,0,-1,5,0.9,6,-14,1,1.8
O=C(c1ccc2c(c1)OCCO2)C1CCN(S(=O)(=O)c2cccc(F)c2)CC1,-24,-13,35,4,1.2,-18,-16,0.6,0.41
Cc1ccc2c(c1)cc(CN(Cc1ccc3c(c1)OCO3)S(=O)(=O)c1ccccc1)c1nnnn12,44,-9,80*,3,0.3,69*,11,0.2,0.28
O=C(Cn1[nH]c(=O)c2ccccc2c1=O)Nc1ccc(-c2nnc3n2CCCCC3)cc1,-3,-1,2,·,0.8,19,0,1,-0.99
CCOc1ccc(NC(=O)CN2CCN(CC(=O)c3ccc(OCC)cc3)CC2)cc1,-5,18,-3,1,0.9,5,-23,1,2*
O=c1n(-c2ccccc2)c(=O)n2n1CCC2,-11,5,2,1,1,4,-7,1,0.045
O=C(/C=C/c1ccc(Cl)cc1Cl)c1cccnc1,4,3,63*,15,0.9,15,1,0.4,-0.43
COC(=O)c1c(NC(=O)CCc2ccc(C)o2)sc(C)c1C,38,-2,20,4,1,-4,-4,0.8,-0.94
Cc1ccccc1NC(=O)c1cc(N)ccc1N1CCCCC1,-18,14,98*,2,0.1,86*,8,0,1.5
CCCC(=O)Nc1nc2ccc(OC)cc2s1,·,·,0,1,1.1,-6,·,1,0.00071
Cc1ccnc(NS(=O)(=O)c2ccc(NC(=O)c3c(-c4ccccc4Cl)noc3C)cc2)n1,-6,0,·,5,·,·,-17,·,0.96
Cc1cc(NC(=O)COc2ccc3oc4ccccc4c3c2)no1,14,-6,8,-1,0.8,18,-13,0.9,-0.03
COc1ccc(NC(=O)C2CCN(C(=O)c3cccs3)CC2)cc1OC,34,2,-5,-2,1.3,-30,-5,1,-0.85
CCOc1cc(C(=O)N2CCN(c3ccc(C(C)=O)cc3)CC2)cc(OCC)c1OCC,-11,23,4,5,0.8,17,7,1,0.93
Cc1noc(C)c1S(=O)(=O)Nc1ccc(C(=O)O)cc1,12,0,2,6,1,2,-27,1,1.3
CCn1ncc(Br)c1C(=O)NC(C)c1ccccc1 (stereo unspecified),-28,-20,·,6,·,·,-24,·,-0.009
O=C1c2ccccc2NC(c2ccc(O)cc2)N1Cc1ccco1 (stereo unspecified),8,1,20,-1,0.4,60*,-15,0.8,-0.44
Cn1cnnc1SCCNS(=O)(=O)c1ccccc1,-32,-7,3,9,1,-3,15,1,-1.2
C=Cn1c(C(=O)O)cc(CC)c1-c1ccccc1,-4,2,2,1,0.9,7,-12,1,0.49
CCOC(=O)N1CCN(C(=O)CN(c2ccc(OCC)cc2)S(C)(=O)=O)CC1,-2,-9,-8,-1,1.3,-27,-12,1.1,0.0074
CCn1c(SCC(=O)N2CCN(c3ccccc3)CC2)nnc1-c1c[nH]c2ccccc12,2,8,64*,8,1.1,-11,-20,0.4,2.5
CCOC(=O)c1c(NC(=O)CSc2n[nH]c(CNc3ccccc3)n2)sc(C)c1C,-25,-6,·,3,·,·,7,·,-0.00099
COCc1nc(-c2cc(Br)ccc2OC)no1,-33,-8,14,6,1,2,-18,0.9,2.9*
CCOC(=O)C1=C(C)C(c2ccc(OC)cc2)NC(=S)N1 (stereo unspecified),-7,17,59*,·,0.2,82*,-19,0.4,-0.72
CCC1(CC)C(=O)N(C)C(=O)NC1=NCc1ccccc1,19,-2,12,·,0.9,15,-26,0.9,-0.48
Cc1nnc(C)c2c(C)n(Cc3ccc4c(c3)OCO4)c(C)c12,-8,-12,40,9,0.8,18,-10,0.6,1.3
CC(=O)c1ccc(NC(=O)Nc2ccc(Cl)cc2)cc1,-3,8,2,3,0.9,13,-19,1,0.00069
CCOC(=O)C1=C(c2cccc(Oc3ccccc3)c2)NC(=S)NC1C (stereo unspecified),15,4,100*,·,0,99*,-2,0,0.7
O=C(CSc1oc(-c2ccco2)nc1S(=O)(=O)c1ccc(Cl)cc1)NCC1CCCO1 (stereo unspecified),-58,24,76*,9,0.6,35,-8,0.2,-0.9
CN(C)c1ccc(/C(=N\O)c2ccccc2)cc1,-1,0,73*,5,1,-3,-8,0.3,0.73
N#Cc1c(-c2ccccc2)nc2n(c1=O)CCS2,4,3,20,5,1.1,-12,-11,0.8,1.2
O=C1CCC(C(=O)Nc2ccccc2)N1 (stereo unspecified),-28,11,·,6,·,·,-32,·,-0.066
Cc1ccc(C(=O)NC(=S)NNC(=O)c2ccccc2[N+](=O)[O-])cc1,23,-1,·,7,·,·,·,·,-0.0078
CCOC(=O)c1ccc(NC(=S)NC2CC(C)(C)NC(C)(C)C2)cc1,6,-10,37,·,1.1,-14,-1,0.6,0.54
CCN1CCN(Cc2ccccc2NC(=O)Nc2ccc(C)cc2)CC1,10,-4,-12,4,0.8,18,-18,1.1,-0.33
Cc1cc(=O)n2c(C)n[nH]c2n1,-11,-30,-14,·,1.2,-22,·,1.1,0.1
COc1ccc(C2N(S(=O)(=O)c3ccc(C)cc3)CCN2S(=O)(=O)c2ccc(C)cc2)cc1,-4,19,96*,-2,0.1,90*,12,0,0.043
O=C(NC1CCCCC1)N(Cc1cc2cc3c(cc2[nH]c1=O)OCCO3)C1CCCCC1,12,32,47,0,0.2,75*,17,0.5,-0.19

# Part of the list above with just CYP2C9 inh, CYP2C19 inhib and CYP2C19 act:
Compound | CYP2C9 inh | CYP2C19 inhib | CYP2C19 act
Cc1nnc(C)c2c(C)n(Cc3ccc4c(c3)OCO4)c(C)c12 | 18 | 40 | 0.6
CC(=O)c1ccc(NC(=O)Nc2ccc(Cl)cc2)cc1 | 13 | 2 | 1
